Screening results as filed in PubChem.
PMI inhibitors – MPI enzyme activity inhibition – biochemical, fluorescence intensity, coupled assay, primary screen (AID 1209). purified PMI enzyme, coupled fluorescence intensity; higher % means a stronger effect. inhibition, % at 20 µM, or IC50 in µM where a hit was titrated. hit rate 0.42% among 190,000;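 note: plate controls were DMSO vehicle for no effect and wells lacking substrate for full effect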
M1AAP inhibition – malaria alanyl aminopeptidase activity blockers – biochemical, fluorogenic H-Leu-NHMec substrate, 1536-well (AID 1445); recombinant M1AAP, H-Leu-NHMec fluorogenic kinetic assay; higher % means a stronger effect; inhibition, % at 30 µM, or IC50 in µM where a hit was titrated; hit rate 0.42% among 220,000;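 active = primary inhibition above the hit cutoff, then over 50% inhibition at one or more dose response concentrations, cut at about 23% in these data, passing the limit was not always enough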;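 note: plate controls were DMSO full reaction for no effect and no enzyme background for full effect; strong numbers were not always called active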
WT yeast gro inh – growth inhibition of WT yeast, mitochondrial fusion screen; inhibition, % at 10 µM; mitochondrial fusion phenotypic screen, WT strain; hit rate 2.1% among 190,000; AID 1362; in the data active = inhibition above about 58%; tested in S. cerevisiae
human PMI inhibitors – MPI inhibition at elevated mannose 6-phosphate – biochemical, fluorescence intensity, high mannose 6-phosphate, primary screen (AID 1220); recombinant PMI enzyme, coupled fluorescence intensity; higher % means a stronger effect; inhibition, % at 20 µM; hits with a dose series show IC50 in µM; hit rate 0.66% among 190,000
UTI89 phage lysis – inhibition of K1F phage lysis, E. coli UTI89, bacterial capsule biogenesis inhibitors, alamar blue (AID 488966); E. coli UTI89 K1F phage lysis, alamar blue, 2 h; higher % means a stronger effect; inhibition, % at 100 µM; hits with a dose series show IC50 in µM; hit rate 0.02% among 340,000;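 active = phage lysis inhibition, versus mean bacterial control, above a set limit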;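 note: capsule biogenesis inhibitors block K1F phage lysis so surviving cells raise fluorescence; higher fluorescence means more inhibition of phage lysis; actives were called in the ten point dose series up to 300 µM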
CSM14.1 death rescue – protection against thapsigargin-triggered cell killing – 384-well, CSM14.1, ATP luminescence, primary screen (AID 1222). CSM14.1 thapsigargin-induced death rescue, ATP luminescence; higher % means a stronger effect. cellular ATP content (survival), % at 20 µM, or EC50 in µM where a hit was titrated. 190,000 tested, under 10 active;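 active = EC50 below 50 µM in the dose-response confirmation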;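 note: death triggered by thapsigargin at about 15 µM added after 2 h compound pretreatment; cell ATP read after overnight thapsigargin exposure of roughly 18 to 22 hours; normalized against plate controls of thapsigargin alone and 5% DMSO vehicle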
TNAP activators – stimulation of alkaline phosphatase TNAP activity – biochemical, luminescent, no phosphate acceptor, uHTS, primary screen (AID 1001). one-dose activation fold at 20 µM; EC50 in µM for titrated hits. purified TNAP, luminescent activation assay, no phosphate acceptor; higher activation fold means a stronger effect. hit rate 0.03% among 200,000; in the data active = activation fold from about 3, or a potency from the dose series; inactive = the rest, 99 in 100 with activation fold below about 1.6; note: many of its hits are not listed in these tables
Myeloid diff 2 – compounds promoting myeloid differentiation | ER-HoxA9 myeloid progenitors, lysozyme-GFP differentiation, flow cytometry | calls only at 10 µM | hit rate 1% among 360,000;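 active = normalized GFP-positive differentiation at or above the plate's own cutoff, the solvent-only control mean plus 3 SD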;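 note: cells exposed to compound for four days before flow analysis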
Lipid droplet – modulators of hepatic lipid droplet formation. AML12 mouse hepatocytes, oleate lipid droplets, BODIPY imaging. inhibition, % at 6.5 µM. hit rate 0.4% among 240,000;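 active = lipid droplet intensity inhibited by at least 50%, with more than 500 cells counted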
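material = mouse AML12 hepatocyte cell line, fixed after treatment | also added = 100 µM oleic acid challenge | doses = compound at 6.5 µM only | schedule = overnight exposure | technique = Image-based BODIPY and DAPI two-channel analysis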
WT yeast gro inh mutant strain – second read-out of WT yeast gro inh, no call of its own (marks repeat the call); inhibition, %; mitochondrial fusion phenotypic screen, mutant strain inhibition
Lipid droplet cells 6.5 µM – recorded beside Lipid droplet, whose call it bears; cell count; measured here: cell count, cytotoxicity flag;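 cells counted across two imaged fields per well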
Myeloid diff 2 GFP+ MAC1+ % – second read-out of Myeloid diff 2, no call of its own (marks repeat the call); GFP+ MAC1+ double positive, %; measured here: differentiation confirmed by MAC1 staining
* hit, by the source's call; i = inactive; · = no result given; [ ] = another dose, or the depositor's remark. Cut-off read from the data, not from the text of the source, unless noted: active = inhibition above about 50%; inactive = the rest. Hits appear at their usual frequency; any-hit rate near 4.6%.

SMILES	PMI inhibitors	M1AAP inhibition	WT yeast gro inh	WT yeast gro inh mutant strain	human PMI inhibitors	UTI89 phage lysis	CSM14.1 death rescue	TNAP activators	Myeloid diff 2	Myeloid diff 2 GFP+ MAC1+ %	Lipid droplet	Lipid droplet cells 6.5 µM
Cc1sc(NC(=O)CN(Cc2ccc(F)cc2)C(=O)C(C)(C)C)c(C(N)=O)c1C	8%	-1%	-13	-5	6%	0.0%	-1.7%	1.1	i	0.1	-3	516
O=C(Cn1c(=O)sc2ccccc21)Nc1ccccc1C(=O)O	-11%	6%	4	7	-6%	-0.3%	-0.6%	1.1	i	1.2	·	·
O=C(NC1CCCCCC1)C1c2ccccc2C(=O)N1Cc1cccnc1 (stereo unspecified)	15%	7%	1	26	14%	2.5%	1.9%	1.1	i	11	-17	757
COc1ccc(CNC(=O)c2cccnc2Sc2ccc(C)c(C)c2)cc1	13%	2%	-4	-2	2%	3.2%	-2.9%	1.2	i	0.7	9	668
CCOc1ccc(-n2cnc3c(=O)[nH]c(N)nc32)cc1	·	9%	·	·	·	-0.1%	·	·	i	0.5	-1	405
COc1ccc(C(=O)Nc2ccccc2C(=O)NC(C(=O)NCc2ccco2)C(C)C)cc1 (stereo unspecified)	7%	-13%	6	-14	4%	0.0%	-1.8%	1.6	i	1.1	·	·
Cc1ccc(C2SCCN2C(=O)c2ccc([N+](=O)[O-])cc2)cc1 (stereo unspecified)	11%	7%	25	18	13%	-0.1%[50 µM]	-3.5%	1.2	i	0.3	1	701
Cc1cccc(S(=O)(=O)C(C#N)c2nc3ccccc3nc2N2CCCC2)c1 (stereo unspecified)	-40%	17%	5	15	-85%	0.4%	-0.7%	1.1	·	·	0	739
COCCn1c(=NC(=O)c2ccc3c(c2)OCCO3)sc2cc(S(N)(=O)=O)ccc21	4%	13%	5	10	3%	0.5%	13%	1	i	0.4	3	703
CC(=O)c1cccc(NC(=S)NCCC2=CCCCC2)c1	-6%	-3%	46	13	-2%	-0.4%	-0.5%	1.1	i	0.6	-28	706
CCOC(=O)C1=NNC2(c3ccc(Cl)cc3)C(=O)N(c3ccc(C)cc3)C(=O)C12 (stereo unspecified)	26%	0%	3	0	15%	6.5%	18%	1.1	i	0.6	-2	480
O=C(O)C1CC(=O)N(Cc2cccnc2)C1 (stereo unspecified)	16%	3%	-15	-1	13%	0.5%	3.1%	1.1	i	5.6	·	·
COC(=O)c1[nH]c2ccccc2c1NC(=O)CCN1CCN(C2CCCCC2)CC1	4%	6%	-1	0	-4%	·	2.1%	1.1	·	·	·	·
CC(C)Oc1ccccc1OCCCCn1cnc2ccccc2c1=O	13%	-2%	-13	17	13%	-0.1%	0.8%	1.1	i	0.1	-6	617
CCCC1(CCC)NC(=O)N(CC(=O)c2cc(C)n(-c3ccc4c(c3)OCO4)c2C)C1=O	9%	-3%	8	14	8%	0.5%	-1.0%	1	i	0.4	1	585

Looked up above:
Cc1cccc(S(=O)(=O)C(C#N)c2nc3ccccc3nc2N2CCCC2)c1 (stereo unspecified) | CSM14.1 death rescue = -0.7%
CCOC(=O)C1=NNC2(c3ccc(Cl)cc3)C(=O)N(c3ccc(C)cc3)C(=O)C12 (stereo unspecified) | PMI inhibitors = 26%
CCOc1ccc(-n2cnc3c(=O)[nH]c(N)nc32)cc1 | Lipid droplet cells 6.5 µM = 405
O=C(Cn1c(=O)sc2ccccc21)Nc1ccccc1C(=O)O | WT yeast gro inh mutant strain = 7
COc1ccc(C(=O)Nc2ccccc2C(=O)NC(C(=O)NCc2ccco2)C(C)C)cc1 (stereo unspecified) | Myeloid diff 2 GFP+ MAC1+ % = 1.1
COCCn1c(=NC(=O)c2ccc3c(c2)OCCO3)sc2cc(S(N)(=O)=O)ccc21 | Lipid droplet = 3

Additional structures
SMILES	PMI inhibitors	M1AAP inhibition	WT yeast gro inh	WT yeast gro inh mutant strain	human PMI inhibitors	UTI89 phage lysis	CSM14.1 death rescue	TNAP activators	Myeloid diff 2	Myeloid diff 2 GFP+ MAC1+ %	Lipid droplet	Lipid droplet cells 6.5 µM
Cc1cc(CNC(=O)COc2ccc([N+](=O)[O-])cc2)c2ccccc2n1	-20%	5%	-13	-12	-18%	0.3%	1.5%	1	i	0.3	7	758
Cc1ccc(S(=O)(=O)n2c(=O)oc3ccccc32)cc1	2%	0%	-4	3	7%	3.0%	2.8%	1.8	i	2.2	5	669
CC(C)c1ccc(C2NC(=O)CCC2[N+](=O)[O-])cc1 (stereo unspecified)	12%	·	-13	-13	16%	0.3%	0.0%	1.1	i	0.3	-1	720
Cc1onc(-c2c(F)cccc2Cl)c1C(=O)OCC(=O)NC(c1ccccc1)c1ccccc1	17%	2%	2	2	11%	0.3%	-0.4%	1.1	i	5.4	-4	786
C=CCN1C(=O)C(O)(CC(=O)c2ccc(OC)cc2OC)c2cc(Br)ccc21 (stereo unspecified)	-1%	4%	7	5	6%	-1.0%[50 µM]	-1.2%	1.1	i	2.4	-16	608
O=C1N(c2ccccc2)C2CS(=O)(=O)CC2N1c1ccc(Br)cc1 (stereo unspecified)	8%	9%	-10	-6	10%	1.3%	0.3%	1.1	i	0.3	-1	619
CCOC(=O)C(NC(=O)c1ccccc1Cl)(Nc1ccc(C(F)(F)F)cc1)C(F)(F)F (stereo unspecified)	2%	0%	18	10	-3%	-1.4%[50 µM]	-1.1%	1	i	0.4	40	603
Cc1ccccc1NC(=O)c1sc(Cl)nc1-c1ccccc1	11%	-4%	9	-4	3%	0.0%	-2.0%	1	i	0.8	3	797
CCN1CCN(Cc2coc3ccc(C)cc3c2=O)CC1	-14%	0%	9	11	-25%	-0.4%	0.0%	1.1	i	7.0	2	708
COC(=O)c1ccc(NCCC(=O)O)cc1	-2%	8%	-7	-11	-6%	3.2%	-0.1%	1	i	0.2	-6	604
O=C1CCCN1c1ccc(S(=O)(=O)NCCc2ccc(Cl)cc2)cc1	2%	0%	7	-1	0%	-0.1%	0.0%	1.1	i	12	-12	728
O=C(O)CCCc1ccccc1	4%	-5%	17	2	8%	3.6%	0.2%	1.1	i	3.1	-15	709
O=C(CNC(=O)COc1ccccc1)NCCc1ccccn1	-8%	2%	-11	12	-11%	0.1%	-0.8%	1.1	i	0.4	-3	783
CCOC(=O)c1c(OCCO)noc1N	6%	1%	5	3	4%	-0.2%	0.3%	1.1	i	0.2	4	677
O=S(=O)(c1cccc2nsnc12)N1CCc2ccccc2C1	-6%	0%	1	13	-3%	-0.2%	-1.6%	1.1	i	2.3	-23	727

Compound profiles, as listed above. Screens in order: PMI inhibitors, M1AAP inhibition, WT yeast gro inh, WT yeast gro inh mutant strain, human PMI inhibitors, UTI89 phage lysis, CSM14.1 death rescue, TNAP activators, Myeloid diff 2, Myeloid diff 2 GFP+ MAC1+ %, Lipid droplet, Lipid droplet cells 6.5 µM
Cc1cc(CNC(=O)COc2ccc([N+](=O)[O-])cc2)c2ccccc2n1 in the list: -20%, 5%, -13, -12, -18%, 0.3%, 1.5%, 1, i, 0.3, 7, 758
CC(C)c1ccc(C2NC(=O)CCC2[N+](=O)[O-])cc1 (stereo unspecified) in the list: 12%, ·, -13, -13, 16%, 0.3%, 0.0%, 1.1, i, 0.3, -1, 720

Additional compounds.
SMILES	PMI inhibitors	M1AAP inhibition	WT yeast gro inh	WT yeast gro inh mutant strain	human PMI inhibitors	UTI89 phage lysis	CSM14.1 death rescue	TNAP activators	Myeloid diff 2	Myeloid diff 2 GFP+ MAC1+ %	Lipid droplet	Lipid droplet cells 6.5 µM
Cc1cc(C)cc(NS(=O)(=O)c2ccc(Oc3ncc(C(F)(F)F)cc3Cl)cc2)c1	20%	5%	76*	24*	23%	0.0%	-2.0%	1	i	0.7	38	621
COc1cc2c(cc1OC)C(NC(=O)C(F)(F)F)C/C2=N\O (stereo unspecified)	2%	4%	-25	11	2%	2.5%	-0.8%	1.1	i	0.2	·	·
O=C(CCN1CCc2ccccc2C1)c1ccc2c(c1)OCCO2	46%	15%	1	4	44%	0.2%	-3.9%	1	i	0.7	·	·
O=C(O)c1cc(-c2cccs2)[nH]n1	0%	6%	10	2	-2%	1.7%	1.2%	0.2	i	0.3	13	720
COC(=O)[C@H](Cc1ccccc1)NC(=O)NCCc1ccc(S(N)(=O)=O)cc1	1%	12%	-1	6	7%	2.7%	0.9%	1.1	i	0.7	·	·
CCOC(=O)CNS(=O)(=O)c1cc(-c2nnc(Nc3ccc4c(c3)OCO4)c3ccccc23)ccc1C	29%	6%	-4	1	24%	0.3%[50 µM]	-2.7%	0.9	i	0.7	-5	599
CCC(=O)Nc1ccc2c(c1)OCCO2	0%	5%	5	5	2%	-0.1%	0.8%	1	i	0.9	·	·
COCCCNC(=O)CCCC(=O)NCCCOC	12%	-3%	-5	14	9%	1.4%	-0.8%	1	i	1.2	0	716
Cc1cc(C(=O)NNc2ccc(F)cc2)no1	·	2%	·	·	·	1.8%	·	·	i	0.1	4	755
CC(Oc1ccccc1)c1ccnn1S(C)(=O)=O (stereo unspecified)	-3%	14%	-8	-7	-2%	2.3%	-4.3%	1.2	i	0.9	1	826
O=C1CN(c2ccccc2F)C(=O)CN1c1ccccc1F	7%	-2%	3	17	6%	0.5%	0.3%	1.1	i	0.7	26	735
CCOc1cc(/C=N/NC(=O)c2cc(-c3cccnc3)nc3ccccc23)ccc1O	0%	-6%	-4	7	12%	0.4%	-0.5%	1.1	i	0.9	-5	657
CC(C(=O)NC(C)(C)C)N1C(=O)c2cccc3cccc(c23)C1=O (stereo unspecified)	-8%	5%	-4	-1	11%	2.2%	0.0%	0.9	i	0.4	1	706
CCn1c(-c2ccccc2Cl)nn(CC(=O)Nc2ccc(OC)cc2)c1=S	5%	1%	-17	28	1%	5.3%	-1.2%	1.1	i	0.8	·	·
Cc1nc(N)ncc1Sc1ccccc1	·	11%	·	·	·	0.5%	·	·	i	0.4	12	724

3 entries out of the list above, ordered by the value under human PMI inhibitors, descending:
SMILES,PMI inhibitors,M1AAP inhibition,WT yeast gro inh mutant strain,human PMI inhibitors,TNAP activators,Myeloid diff 2 GFP+ MAC1+ %
CCOc1cc(/C=N/NC(=O)c2cc(-c3cccnc3)nc3ccccc23)ccc1O,0%,-6%,7,12%,1.1,0.9
COc1cc2c(cc1OC)C(NC(=O)C(F)(F)F)C/C2=N\O (stereo unspecified),2%,4%,11,2%,1.1,0.2
CCn1c(-c2ccccc2Cl)nn(CC(=O)Nc2ccc(OC)cc2)c1=S,5%,1%,28,1%,1.1,0.8
